Screens as filed in PubChem.
MCL1-BIM inh = inhibitors of human MCL1 binding to BIM-BH3 peptide. 320,000 tested, 0.68% active. inhibition, % at 10.9 µM. GST-MCL1 / FITC-Bim-BH3 fluorescence polarization. Q07820;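 active means inhibition above the mean inhibition of all tested compounds plus 3 SD, set per campaign, cut at about 40% in these data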;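 further: 0% = DMSO wells and 100% = unlabeled Bim-BH3 peptide control; higher means more loss of mP so more displacement of Bim peptide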
Target sequence (Q07820 whole entry, looked up): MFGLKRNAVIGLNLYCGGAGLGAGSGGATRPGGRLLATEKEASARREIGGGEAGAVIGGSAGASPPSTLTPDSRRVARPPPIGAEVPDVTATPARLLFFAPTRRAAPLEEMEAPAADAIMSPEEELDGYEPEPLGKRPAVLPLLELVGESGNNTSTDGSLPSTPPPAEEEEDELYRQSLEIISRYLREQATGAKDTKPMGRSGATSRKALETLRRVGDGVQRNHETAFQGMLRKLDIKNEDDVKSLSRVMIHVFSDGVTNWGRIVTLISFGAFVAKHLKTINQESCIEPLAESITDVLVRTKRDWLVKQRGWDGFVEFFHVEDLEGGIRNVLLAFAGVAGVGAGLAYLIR
BCLXL inh = inhibitors of human Bcl-xL; Q07817; GST-Bcl-xL / FITC-Bim BH3 peptide fluorescence polarization; inhibition, % at 10.9 µM; 320,000 tested, 0.7% active; AID 2129;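 active means inhibition above the mean of all tested compounds plus 3 SD, cutoff set per campaign, cut at about 30% in these data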;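 further: 0% = DMSO wells and 100% = unlabeled Bim-BH3 peptide competitor; inhibitors lower millipolarization by displacing the labeled peptide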
Target sequence (Q07817 whole entry, looked up): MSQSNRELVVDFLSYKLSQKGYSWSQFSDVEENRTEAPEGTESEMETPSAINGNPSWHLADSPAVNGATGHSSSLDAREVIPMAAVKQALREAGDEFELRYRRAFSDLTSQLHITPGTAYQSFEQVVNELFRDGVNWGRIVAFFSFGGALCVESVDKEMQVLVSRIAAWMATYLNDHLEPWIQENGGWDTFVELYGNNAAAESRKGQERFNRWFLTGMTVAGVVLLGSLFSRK
VLA-4 inh = inhibition in a human VLA-4 binding assay. 330,000 tested, 0.2% active. VLA-4 expressing cells, ligand binding flow cytometry. AID 2557. inhibition, % (about 7 µM as worked out from the volumes in the protocol). P13612; in the data active means inhibition above about 50%
Efflux pump inh = inhibitors of Candida antifungal efflux pumps expressed in yeast. AID 485275. inhibition, % at 10 µM. 330,000 tested, 0.44% active. S. cerevisiae Candida pump triplex, Nile Red efflux;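 active means plate passing quality check with inhibition over a set limit, or well fluorescence over plate mean plus 4 SD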;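 further: Nile Red retained in pooled yeast measured as flow cytometry median fluorescence; 0% = buffer negative control and 100% = Enniatin B positive control; higher means more Nile Red kept so more efflux inhibition; some compounds called inactive have numbers as strong as hits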
GLD-1 TGE inh = GLD-1-TGE RNA interaction inhibition (C. elegans); 320,000 tested, 0.44% active; inhibition, % at 5.96 µM; purified GLD-1 + fluorescein TGE RNA, fluorescence polarization; AID 2280; Q17339;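 active means percent inhibition above a per-plate cutoff, the plate mean of test compounds plus 3 SD, cut at about 30% in these data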;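 further: 0% = DMSO wells with GLD-1 and probe and 100% = wells lacking GLD-1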
Target sequence (Q17339 whole entry, looked up): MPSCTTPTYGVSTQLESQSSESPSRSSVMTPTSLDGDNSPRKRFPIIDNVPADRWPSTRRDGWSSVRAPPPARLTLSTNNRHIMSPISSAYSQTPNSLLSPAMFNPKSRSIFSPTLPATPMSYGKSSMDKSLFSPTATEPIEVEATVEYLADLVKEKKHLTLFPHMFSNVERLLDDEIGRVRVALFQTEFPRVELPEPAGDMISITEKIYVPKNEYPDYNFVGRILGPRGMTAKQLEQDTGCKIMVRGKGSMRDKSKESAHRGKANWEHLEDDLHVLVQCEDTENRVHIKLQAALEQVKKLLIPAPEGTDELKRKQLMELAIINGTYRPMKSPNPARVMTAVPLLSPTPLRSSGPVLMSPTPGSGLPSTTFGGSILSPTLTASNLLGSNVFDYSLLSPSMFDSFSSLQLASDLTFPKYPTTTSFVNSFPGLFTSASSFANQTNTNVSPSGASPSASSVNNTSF
MEX-5 binding = C. elegans MEX-5 TCR-2 RNA binding activity; Q9XUB2; MEX-5/FITC-TCR2 RNA binding, fluorescence polarization; hits give low values; activity score (negative = inhibition of binding), % at 10 µM; 300,000 tested, 0.38% active;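 active means inhibition past about -25% in most replicates, and total fluorescence under double the plate's negative control median, limit read from the data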;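 further: 0% = DMSO and -100% = 5 µM competing unlabeled TCR2 RNA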
GRK2 aptamer HTS = blocks RNA aptamer binding to human GRK2. P25098. bead flow cytometry, FAM-aptamer displacement from GRK2. inhibition of aptamer binding, % at 10 µM. 330,000 tested, 0.59% active. AID 488847;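 active means inhibition of aptamer binding above 40%, roughly 3 SD of noise, on plates passing a quality check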;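 further: median bead fluorescence of bound FAM aptamer so fluorescent compounds give negative values; no value below 0 was filed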
Fam108B counter = counter-screen for RBBP9 inhibitors: inhibitors of mouse Fam108B. recombinant Fam108B, FP-Rh probe fluorescence polarization. inhibition, % at 9.51 µM. 300,000 tested, 0.33% active;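 active means inhibition above the screen mean inhibition plus 3 SD, computed separately per campaign, cut at about 18% in these data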;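 further: inhibitors lower polarization as less probe binds the enzyme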
PME-1 inh = PME-1 (human) inhibition. 320,000 tested, 0.53% active. inhibition, % at 5.9 µM. Q9Y570. recombinant PME-1, FP-Rh probe fluorescence polarization;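 active means inhibition above the campaign mean of all compounds plus 3 SD, cut at about 26% in these data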;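 further: competitive labeling of PME-1 active site by serine hydrolase directed probe; 0% = PME-1 with DMSO and 100% = wells lacking PME-1 enzyme; inhibitors block probe labeling so polarization falls and inhibition rises; many of its hits are not listed in these tables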
* hit, by the source's call; . = no result given. Only part of the results is shown (hit frequency here may not be typical).

SMILES	MCL1-BIM inh	BCLXL inh	VLA-4 inh	Efflux pump inh	GLD-1 TGE inh	MEX-5 binding	GRK2 aptamer HTS	Fam108B counter	PME-1 inh
CN(C)S(=O)(=O)c1ccc(N/C=C(\[N+](=O)[O-])S(=O)(=O)c2ccccc2)cc1	2	2	6	0.2	-7	-2.4	1	8	3
O=C(NCCCN1CCCCC1)c1ccc(CS(=O)c2ccc(Cl)cc2)o1 (stereo unspecified)	5	5	9	0.0	3	-0.6	0	0	6
COc1ccc(NC(=O)/C(C#N)=C\c2cc(C)n(-c3ccc(Oc4ccc([N+](=O)[O-])cn4)cc3)c2C)cc1	1	-2	-3	0.1	1	0.6	1	-4	-5
CCOC(=O)c1cc([N+](=O)[O-])sc1NC(=O)c1ccc(S(=O)(=O)N2CC3(C)CC2CC(C)(C)C3)cc1 (stereo unspecified)	7	7	-54	-0.1	22	0.8	0	-6	-6
CCn1c(SCC(=O)OC(C)C)nnc1-c1ccccc1	-9	-6	10	0.0	-4	.	1	1	-6
O=C(NNc1cccc(Cl)n1)Nc1ccc(F)cc1	6	2	-16	-0.1	-4	-1.0	2	5	0
CC1=C(C(=O)OCc2ccccc2)C(c2ccccc2Cl)NC(=O)N1CCCCCC(=O)O (stereo unspecified)	-3	2	-5	-0.2	7	1.9	0	-3	3
Cc1ccc(C(=O)N/C(=C\c2ccc(-c3ccc(Br)cc3)o2)C(=O)NCCCN(C)C)cc1	-8	-2	6	0.2	-13	-0.8	0	-1	2
Cc1ccc(/C=C/C(=O)OCC(=O)N(CC(C)C)c2c(N)n(Cc3ccccc3)c(=O)[nH]c2=O)o1	-2	-2	7	-0.1	1	-2.6	1	-5	-13
N#Cc1ccc(NC(=O)Cn2cnc([N+](=O)[O-])c2)cc1	2	2	7	-0.1	2	0.5	0	1	2
Cc1nc(CN2CCCC2=NC#N)n(-c2ccccc2)n1	2	5	5	0.2	1	-0.7	0	-1	5
O=C(CC(NC(=O)c1ccccc1)c1ccccc1)Nc1ccc(F)c(F)c1 (stereo unspecified)	5	-1	0	0.1	-2	1.0	0	-7	-11
CCN1C(=O)CSC1=Nc1ccc(C(=O)O)cc1	-11	3	-1	0.0	1	0.0	3	-5	-7
COc1cccc(CN(CC(=O)NCc2ccccc2)C(=O)c2csnn2)c1	9	4	-5	0.0	-6	2.4	0	-3	-1
CCc1c(C)nc(N)n2c(SCC(=O)Nc3ccccc3)nnc12	2	7	0	-0.1	-3	-1.9	1	3	-1
Cc1cccc(OCCCC(=O)Nc2ccc(S(=O)(=O)Nc3onc(C)c3C)cc2)c1	7	5	3	-0.1	-8	3.4	0	-4	4
Cc1cc(C)n(-c2nc(C(F)(F)F)nc3ccccc23)n1	6	3	-3	0.1	8	0.8	0	-4	-5
COc1cc(OC)cc(-c2c(-c3ccc(F)cc3)c3cc(Br)ccc3n2C)c1	4	3	-4	0.3	-7	.	0	.	-1
COc1ccc(OC)c(Nc2ncnc3c2cnn3-c2ccccc2)c1	6	7	9	-0.1	5	3.5	0	1	-1
NC(c1ccccc1)c1cccnc1 (stereo unspecified)	-3	5	7	0.0	-3	2.6	1	-5	7
COc1ccc(CCn2c(-c3ccncc3)n[nH]c2=S)cc1OC	-11	-15	37	0.0	9	0.5	1	1	9
CN(C)CCNC(=O)c1cc2ccccc2oc1=O	7	3	-2	-0.2	-5	-6.1	2	-5	1
O=C(NCCSCc1ccc(Cl)cc1Cl)c1ccc(CN2CCOCC2)cc1	1	9	-10	-0.2	3	1.8	1	-2	6
Cc1nn(CCCNC(=O)C2CCCO2)cc1Br (stereo unspecified)	-2	0	6	0.1	3	-1.6	0	4	2
CC(C)Cc1cc(C(=O)Nc2sc3c(c2C#N)CCCC3)no1	6	5	2	-0.1	12	-0.2	7	0	3
COc1ccc(S(=O)(=O)N2CC3CCCN3c3ccc(C(F)(F)F)cc32)cc1 (stereo unspecified)	5	9	-12	0.0	7	1.0	0	-2	2
Cc1ccc(CNC(=O)CSc2ncccn2)cc1	-18	-7	-12	0.0	-3	-1.3	1	-4	2
Clc1ccc(Nc2ncnc3ccc(Br)cc23)cc1	-4	1	13	-0.1	0	-8.1	1	5	-9
CCCN1C(=O)/C(=C/c2ccc(C)o2)NC1=S	34	28	12	-0.1	13	-4.8	0	3	1
COc1ccc(/C=C/C(=O)NC(=S)Nc2ccc(Br)cn2)cc1	10	10	7	0.1	-4	3.0	0	-2	-12
COc1ccc(CC(C)Nc2ccccc2F)cc1 (stereo unspecified)	9	3	0	0.1	9	-2.2	2	2	7
CC(/C=N/NC(=O)CCn1nnc2ccccc21)=C\c1ccccc1	-1	8	25	0.2	0	1.3	0	0	0
CCC(CO)Oc1cc(NC(=O)c2cccc([N+](=O)[O-])c2)c2ncn(C(C)C)c2c1 (stereo unspecified)	.	.	2	-0.4	-2	.	1	.	.
COc1ccc(S(=O)(=O)Nc2cc(C)ccc2OC)cc1C	2	0	1	0.2	8	1.6	0	-3	12
Cn1c(Oc2ccc3c(c2)OCO3)nc2c1c(=O)n(Cc1ccccc1)c(=O)n2C	-2	4	3	0.2	-2	0.3	4	2	-3
CSc1nc2nc(-c3cccs3)cc(C(F)(F)F)c2c(=O)[nH]1	5	3	8	-0.6	1	-1.6	1	0	-6
CC(C)c1ccc(/C=C2\SC(=S)N(CC(=O)NCCCN3CCOCC3)C2=O)cc1	-3	-1	9	0.4	-6	-0.2	0	0	-4
O=C(c1cccc(C(=O)N2CCN(c3ccccc3F)CC2)c1)N1CCN(c2ccccc2F)CC1	1	6	-4	0.1	-6	0.7	5	3	8
CCN(CC)CCNCC1C(=O)O[C@@H]2C[C@@]3(C)CCC[C@H](C)C3=C[C@H]12 (stereo partly specified)	6	8	9	-0.2	-5	-0.9	0	3	2
Cc1oc(CC(C)C)c(CN)c1C(=O)O	4	9	-6	0.0	2	3.3	0	-4	-9
COC(=O)[C@H](C)NC(=O)N1CCC(Cc2ccccc2)CC1	7	3	10	-0.1	4	0.6	4	5	-1
CC(Sc1nnc(-c2ccccc2Br)n1-c1cccc(C(F)(F)F)c1)C(N)=O (stereo unspecified)	-7	-3	-2	0.7	-2	0.9	0	5	4
CCCn1c2ccccc2c2cnn(CC(=O)O)c(=O)c21	0	3	1	-0.2	-1	0.0	0	8	-1
S=C(NCCc1ccccc1)N1CCN(C2CCCCC2)CC1	8	8	-1	0.0	2	-2.1	0	1	2
COc1ccc(C(=O)N[C@H](C(=O)Nc2ccc(OC)nc2)C(C)C)cc1	23	28	-1	0.1	24	-11	3	1	7
COc1ccc(CCNC(=O)CC2Nc3ccccc3NC2=O)cc1OC (stereo unspecified)	-1	6	11	0.0	-14	-3.9	0	0	8
Cc1cc(Nc2ccc(F)c(Cl)c2)n2ncnc2n1	7	2	-4	0.1	6	-0.8	9	1	1
CCOc1ccc(NC(=O)CCN2C(=S)NC(C)(C)CC2C)cc1 (stereo unspecified)	12	10	5	0.0	-4	-1.7	0	-3	-7
CC(C)(C)OC(=O)n1cc(CCO)c2ccccc21	-4	-2	4	-0.2	0	.	0	.	-5
COC(=O)c1ccc(C2NC(=O)c3ccccc3O2)cc1 (stereo unspecified)	3	2	4	-0.1	-2	-0.6	2	-2	0

2 compounds from above, showing only GLD-1 TGE inh and Efflux pump inh.
SMILES	GLD-1 TGE inh	Efflux pump inh
Cc1cc(Nc2ccc(F)c(Cl)c2)n2ncnc2n1	6	0.1
CCOc1ccc(NC(=O)CCN2C(=S)NC(C)(C)CC2C)cc1 (stereo unspecified)	-4	0.0

More records:
SMILES	MCL1-BIM inh	BCLXL inh	VLA-4 inh	Efflux pump inh	GLD-1 TGE inh	MEX-5 binding	GRK2 aptamer HTS	Fam108B counter	PME-1 inh
COc1ccccc1NC(=O)c1ccc2c(c1)CCN2S(C)(=O)=O	6	10	6	0.3	3	2.3	1	-1	-1
COc1cc(C(=O)N2CCN(c3ccccc3)CC2)c([N+](=O)[O-])cc1OC	-21	-10	2	0.0	-29	1.1	1	-3	1
Cc1cc(C(=O)OCC(=O)c2cccs2)c2ccccc2n1	12	6	21	-0.1	6	1.6	3	-3	2
Nc1nc(Cl)nc2c1ncn2[C@@H]1O[C@H](CO)[C@@H](O)[C@H]1O	13	9	-5	0.1	0	0.3	0	-4	-3
Cc1cc(F)ccc1S(=O)(=O)N1CCCOC1CNC(=O)C(=O)NCCCN1CCOCC1 (stereo unspecified)	7	7	-2	-0.4	1	-0.2	0	1	0
O=C(COc1ccc(Cl)cc1)NCCCNC(=O)c1cccnc1	-1	2	0	0.1	15	5.7	0	1	-9
CC(C)(C)OC(=O)N/N=C/c1cccn1-c1ccc([N+](=O)[O-])cc1	-6	-4	14	0.1	7	0.7	1	1	0
COc1ccccc1C(=O)Nc1nc2cc3c(cc2s1)OCCO3	-5	-1	5	0.0	-1	0.6	0	-5	-162
CCCCc1nc2cc(C(=O)N3CCN(c4cnccn4)CC3)ccc2o1	-1	6	-5	0.1	-2	-3.5	4	-7	-3
CCN(CCNC(=O)CN1CCN(Cc2ccc(Cl)cc2)C1=O)c1ccccc1	1	2	8	0.0	-11	-0.3	1	2	3
COc1ccc(-c2nnc(SCCc3ccccc3)n2N)cc1	8	3	12	-0.1	6	-1.3	3	-4	-2
Cc1ncoc1C(=O)NCCC(c1ccccc1)c1ccccc1	3	1	2	0.0	7	-1.5	0	0	-2
CCCCC(=O)NC(=S)NNC(=O)CC	10	7	0	-0.2	7	0.1	0	-1	2
COc1ccccc1NS(=O)(=O)c1cc(C(=O)N2CCN(C/C=C/c3ccccc3)CC2)ccc1C	-1	3	4	0.0	3	0.0	0	-1	10
COc1ccc(C)cc1S(=O)(=O)N(C)CC(=O)NC1CCCCC1	1	0	-4	0.0	1	-1.5	0	2	2
COc1ccc2nc(NC(=O)C3CCCN(S(=O)(=O)c4c(C)noc4C)C3)sc2c1 (stereo unspecified)	-4	-2	18	-0.3	-7	-2.5	0	-17	-18
Nc1nnc(Sc2ncccc2[N+](=O)[O-])s1	7	2	11	0.0	10	1.2	5	9	-4
COc1cc(/C=N/N=C(/N)c2nonc2N)cc(Br)c1OCc1cccc(C)c1	10	5	0	-0.3	7	1.5	0	-9	-18
CCn1cc([N+](=O)[O-])c(C(=O)Nc2cc(C)on2)n1	5	5	-10	0.0	1	-0.2	5	-2	-5
CC(=O)Nc1cccc(C(=O)OCC(=O)Nc2ccc(Cl)cn2)c1	2	6	3	0.1	2	-0.7	2	1	1
Cn1c(=O)c2ccccc2n(CC(=O)NC2CCCCC2)c1=O	9	8	-11	0.0	-1	1.6	0	-1	5
Clc1ccccc1C(c1nnnn1Cc1ccco1)N1CCN(Cc2ccco2)CC1 (stereo unspecified)	4	7	0	0.0	4	-1.6	0	1	0
O=[N+]([O-])c1cc(C(F)(F)F)ccc1NC1CCN(Cc2ccccc2)C1 (stereo unspecified)	-2	-1	6	-0.1	5	-3.3	3	-2	4
O=C(O/N=C1\CCCc2ccccc21)c1ccc(F)cc1	4	2	-15	-0.1	8	-0.8	0	-3	1
CCOc1ccc(NS(=O)(=O)c2ccc3[nH]cc(C(=O)NCCOC)c(=O)c3c2)cc1	-11	-4	0	0.2	-5	-2.2	0	0	-3
O=C(CSc1nc2[nH]ncc2c(=O)n1-c1ccccc1Br)NCc1ccco1	-2	-1	-21	-0.1	3	2.7	2	-1	4
CC1(C)Cc2[nH]c(=S)c(C#N)cc2CO1	6	6	9	-0.2	2	-4.7	0	4	8
